AmpC inh detg: inhibitors of E. coli AmpC beta-lactamase with detergent; P00811; hit rate 0.041% among 370,000; AID 485294; Potency, µM (highest dose often 114 µM), without a hit: top-dose activity change, negative = inhibition, usual class: inhibitors; AmpC hydrolysis of nitrocefin, absorbance 480 nm, 0.01% Triton;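 further: potency means the concentration at half of the fitted maximal effect; 0% = no-compound wells and -100% = no-enzyme wells; nearly all actives have a fitted effect of over 25% in size; some results filed as inactive show a strong effect at the top dose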
Target sequence (P00811 whole entry, looked up): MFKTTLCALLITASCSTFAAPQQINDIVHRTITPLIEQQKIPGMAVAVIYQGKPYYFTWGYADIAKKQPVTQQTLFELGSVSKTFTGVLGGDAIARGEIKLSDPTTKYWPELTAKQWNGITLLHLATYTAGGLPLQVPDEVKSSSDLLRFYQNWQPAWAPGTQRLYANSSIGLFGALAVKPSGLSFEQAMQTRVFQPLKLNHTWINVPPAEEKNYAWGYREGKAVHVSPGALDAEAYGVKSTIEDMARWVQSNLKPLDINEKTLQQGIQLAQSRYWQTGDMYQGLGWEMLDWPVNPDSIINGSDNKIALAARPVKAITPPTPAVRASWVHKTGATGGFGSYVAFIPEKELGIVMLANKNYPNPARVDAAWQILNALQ
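20 mM phosphate pH 7.0 + 0.01% (detergent screen) or 0.0001% Triton X-100; 5.3 nM AmpC reagent; cpd preinc 15 min RT; nitrocefin (800 uM stock) to start; A480 q20 s × 4 min; Activity was normalised to no-enzyme and no-compound control wells.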
HCV inh: inhibitors of hepatitis C virus infection. AID 651820. hit rate 3.4% among 340,000. Huh7.5.1 HCVcc-Cre infection, luciferase reporter, 44 h. Potency, µM (titrated, usually from 41.8 µM), without a hit: at the top dose activity change, negative = inhibition, usual class: inhibitors; further: potency means the concentration at half of the fitted maximal effect
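A cell-based infection assay in which seeded cells (1,000 per well) receive test compound after 4 h, are inoculated with HCVcc-Cre at approximately 0.5 moi, and are incubated 44 h before luminescence detection.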
HCMV antiviral: inhibitors of human cytomegalovirus | activity change, negative = inhibition, % at 57.5 µM | AID 1259415 | HFF cells, HCMV-luciferase reporter, 72 h; active compounds read low | hit rate 4.5% among 410,000; in the data active means activity change below about -60%; inconclusive means no clear call, values can overlap the other calls; inactive means above about -39%
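HFF cells seeded 16 h at 37C, treated with compounds, infected with luciferase-reporter HCMV at MOI 1 PFU/cell; luciferase read at 72 h post infection, normalized to buffer-only and Salinomycin controls.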
Tb PYK inh: blocks Trypanosoma brucei pyruvate kinase; AID 624173; Q57TT1; Potency, µM (highest dose often 76.8 µM), inactives show at the top dose activity, negative = inhibition, most hits filed as inhibitors; hit rate 0.12% among 410,000; TbPYK enzyme, Kinase-Glo Plus ATP luminescence, 45 min; further: potency means the concentration at half of the fitted maximal effect; nearly all actives have a fitted effect of over 50% in size
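TbPYK + substrate in 50 mM TEA pH 7.2, 100 mM KCl, 10 mM MgCl2, 0.05% BSA, 0.01% Tween-20; cpd pinned; ADP 130 uM final; 45 min RT; Kinase-Glo Plus 10 min; luminescence endpoint.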
AMA1-RON2 inh: disrupts binding of P. falciparum AMA1 to RON2 | AlphaScreen AMA1-biotinylated RON2 peptide binding | hit rate 0.2% among 360,000 | Potency, µM (series often up to 58.2 µM), without a hit: top-dose activity change, negative = inhibition, most hits filed as inhibitors;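 further: potency means the concentration at half of the fitted maximal effect; 0% = vehicle wells and -100% = peptide control; nearly all actives have a fitted effect of over 45% in size; some results filed as inactive show a strong effect at the top dose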
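AMA1 (3D7) with his tag at 25 nM final met compounds first, then biotinylated RON2 peptide at 25 nM; detection used donor plus acceptor beads, 10 µg/mL apiece, read by AlphaScreen after 30 min at room temperature.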
AmpC no deterg: blocks E. coli AmpC beta-lactamase in detergent-free assay; hit rate 0.52% among 330,000; AmpC nitrocefin hydrolysis, absorbance 480 nm, 0.0001% Triton; Potency, µM (doses to about 57.1 µM), for the others: at the highest dose activity change, negative = inhibition, hits mostly inhibitors; AID 485341; P00811;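 further: potency means the concentration at half of the fitted maximal effect; plate controls were no compound for no effect and no enzyme for full effect; nearly all actives have a fitted effect of over 20% in size; some results filed as inactive show a strong effect at the top dose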
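AmpC (5.3 nM in the dispensed reagent) in 20 mM phosphate pH 7.0 with 0.01% (detergent screen) or 0.0001% Triton X-100 was preincubated with compounds for 15 min at room temperature. Nitrocefin was then added from an 800 uM solution, and hydrolysis was followed at 480 nm.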
LmPK inhibitor: LmPK (Leishmania mexicana) enzyme inhibition | Q27686 | purified LmPK, Kinase-Glo ATP luminescence, 1 h | Potency, µM (doses to about 57.5 µM), inactives show top-dose activity change, negative = inhibition, hits mostly inhibitors | hit rate 0.37% among 290,000 | AID 1721; further: potency means the concentration at half of the fitted maximal effect
Target sequence (Q27686 whole entry, looked up): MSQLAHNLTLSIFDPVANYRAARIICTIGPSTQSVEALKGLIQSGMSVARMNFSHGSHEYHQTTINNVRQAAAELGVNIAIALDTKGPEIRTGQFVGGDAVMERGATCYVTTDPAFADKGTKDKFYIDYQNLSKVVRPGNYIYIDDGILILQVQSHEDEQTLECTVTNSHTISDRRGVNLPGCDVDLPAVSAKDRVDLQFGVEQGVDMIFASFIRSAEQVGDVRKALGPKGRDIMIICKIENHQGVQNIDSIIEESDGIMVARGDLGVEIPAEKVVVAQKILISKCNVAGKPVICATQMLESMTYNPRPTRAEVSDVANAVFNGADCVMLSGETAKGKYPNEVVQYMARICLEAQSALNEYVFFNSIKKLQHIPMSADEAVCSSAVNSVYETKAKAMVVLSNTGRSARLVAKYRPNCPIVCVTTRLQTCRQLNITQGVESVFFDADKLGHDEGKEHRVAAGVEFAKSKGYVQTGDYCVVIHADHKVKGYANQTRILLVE
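Pyruvate kinase activity monitored as ATP production (luciferase luminescence). Conditions: 0.1 nM enzyme, 0.5 mM PEP, 0.1 mM ADP, 1 h, RT; normalized against uninhibited and no-enzyme wells.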
* = called active by the depositor; ? = inconclusive; . = no result given; & = joins results of further samples; [ ] = dose if it differs, or a comment. Unless noted, the call rests on the fitted dose curve; in most records, active means well fitted curve in the direction sought with a large enough effect; inconclusive means small, poorly fitted or top-dose-only effect, or another doubt; inactive means no such curve, though single readings can be large; an effect the other way counts as inactive or inconclusive. Unless noted, on the % scale 0 is the no-effect control and ±100 the full control effect.

Below each SMILES – HCV inh, HCMV antiviral, LmPK inhibitor, AmpC inh detg, Tb PYK inh, AMA1-RON2 inh, AmpC no deterg
> CCN(CC)S(=O)(=O)c1ccc(NC(=O)Cn2ncc3c([nH]c4ccccc43)c2=O)cc1
→ ., -2, ., 13%, 1%, ., .
> Cc1ccccc1NC(=O)CN1C(=O)CSc2ccccc21
→ 5%, -20, -1%, -1%, -6%, 6%, -15%
> Cc1cc(=O)oc2c(C)c(OCC(=O)N3CCN(c4ccc(F)cc4)CC3)ccc12
→ ?, -17, -2%, 1%, 2%, -6%, 96%[activator]
> Cc1cc(C)cc(C(=O)N(NC(=O)Nc2ccc(Cl)cc2)C(C)(C)C)c1
→ ?, ?, 5%, 1%, -6%, 0%, -22%
> COc1ccc(S(=O)(=O)NCc2ccc3c(c2)OCO3)cc1C
→ 21%, -3, -1%, -2%, -3%, -6%, -27%
> CCOC(=O)C1C(=O)OC(C)(C)C1C(C)C(=O)c1ccc(C)cc1C (stereo not drawn)
→ 18%, 19, 0%, 0%, -5%, 10%, 22%
> O=C(Cc1ccccc1)Nc1sc2c(c1C(=O)Nc1ccc(Cl)cc1)CCCC2
→ ., -18, ., 12%, -20%, ., .
> Cc1cc(NCc2ccccc2)c2ccccc2n1
→ 11µM*, ?, -1%, 1%, 3%, -2%, -22%
> Cc1cc(N(CN2CCCC2=O)C(=O)c2ccc(F)cc2)no1
→ 13%, -31, -4%, -7%, ., -8%, -10%
> O=c1c(NCc2cccs2)nccn1-c1ccc(F)cc1
→ ., 7, ., 2%, 3%, ., .
> Cc1ccc(C)c(S(=O)(=O)N2CCN(C(=O)Nc3ccccc3)CC2)c1
→ -8%, 0, -4%, -6%, 0%, -10%, -12%
> COc1cc(OC)cc(C(=O)N2CCN(C(=O)c3ccc(-c4ccccc4)cc3)CC2)c1
→ -18%, -38, ?, 3%, 3%, ?, -22%
> CCOC(=O)C1CCN(C(c2cccnc2)c2c(NC(=O)c3ccco3)sc(C)c2C)CC1 (stereo not drawn)
→ 6.3µM*, -97*, 10%, 0%, -6%, -19%, 12%
> O=C(O)Cn1nc2c3c(cccc3c1=O)-c1ccccc1-2
→ 19%, 5, 1%, -3%, -4%, 8%, -12%
> COc1ccc(C(=O)NC(=S)N2CCCc3ccccc32)cc1OC
→ ?, 12, -1%, -13%, -7%, 31%[activator], 0%[2.29 µM]
> S=c1[nH]nc(-c2ccc(Br)cc2)n1-c1ccc2c(c1)OCCO2
→ -2%, 7, ?, -2%, ?, 80%[activator], -44%
> O=C(NCc1cccc(Br)c1)c1ccc(NC(=O)N2CCCCc3ccccc32)cc1
→ ., -12, ., -7%, 1%, ., .
> COCCn1c(SCC(=O)Nc2cc(C)on2)nc2ccccc2c1=O
→ 19%, -9, ., -10%, 0%, 0%, -6%
> Cc1onc(-c2ccccc2Cl)c1C(=O)NCc1cccnc1
→ ?, -7, -7%, -15%, -16%, 5%, -17%
> CCCCS(=O)(=O)Nc1ccc(C(=O)NCC2CCCO2)cc1 (stereo not drawn)
→ 15%, -7, 1%, -3%, 2%, 11%, -20%
> COCCn1c(SCC(=O)Nc2ccc(OC)cc2OC)nc2ccccc2c1=O
→ -18%, 37, 8%, 1%, 4%, -1%, -17%
> CCCn1cc2c3c(cccc31)C1CC(C)CN(C)C1C2 (stereo not drawn)
→ ., ., -2%, 4%, ., ., -3%
> COc1ccccc1C1C(C(N)=O)=C(C)Nc2nc(-c3ccc(Cl)cc3)nn21 (stereo not drawn)
→ 10%, 60, 14%, ?, 1%, 13%, -4%
> O=C(c1ccncc1)N1C2C=CC(C2)C1(C(F)(F)F)C(F)(F)F (stereo not drawn)
→ 14%, ., 0%, -5%, ., ., ?
> O=C(O)c1ccc(CP(=O)(c2ccccc2)c2ccccc2)cc1
→ 7%, -8, 11%, ?, 3%, 5%, -16%
> COc1ccc(-c2nc(C)c(CCNC(=O)c3ccccc3Br)s2)cc1OC
→ ., 167, ., 3%, 6%, ., .
> C[N+]1(CCOc2ccc([N+](=O)[O-])cc2)CCOCC1
→ 5%, 30, -5%, -6%, -10%, 41%[activator], 1%
> Cc1c(C2=CCN(S(=O)(=O)c3ccc(Cl)cc3)CC2)c2ccccc2n1C
→ 8%, 18, 4%, 4%, -5%, -24%, -33%
> COc1ccc(N(CC(O)Cn2cnc3ccccc32)S(=O)(=O)c2ccc(C)cc2)cc1 (stereo not drawn)
→ 3%, ?, 5%, ?, 14%, -5%, 36%
> Cc1cccc(C(=O)Nc2nnc(-c3ccc(C(C)(C)C)cc3)s2)c1
→ ?, -16, 1%, -2%, 3%, -7%, -24%

The closing 2 entries of the part above lead into the next:
Below each SMILES – HCV inh, HCMV antiviral, LmPK inhibitor, AmpC inh detg, Tb PYK inh, AMA1-RON2 inh, AmpC no deterg
> COc1ccc(N(CC(O)Cn2cnc3ccccc32)S(=O)(=O)c2ccc(C)cc2)cc1 (stereo not drawn)
→ 3%, ?, 5%, ?, 14%, -5%, 36%
> Cc1cccc(C(=O)Nc2nnc(-c3ccc(C(C)(C)C)cc3)s2)c1
→ ?, -16, 1%, -2%, 3%, -7%, -24%
> CCOC(=O)Cc1c(C)nc2cc(C)nn2c1C
→ 0%, 12, 1%, -6%, -9%, 0%, -10%
> Cc1ccc(-c2nc(C)c(CCNC(=O)C(=O)Nc3ccc(C)c(Cl)c3)s2)cc1
→ ., 38, ., 4%, -2%, ., .
> CC1CCN(C(=O)Cn2cc(SCC(=O)Nc3ccccc3C(F)(F)F)c3ccccc32)CC1
→ ., -64*, ., 0%, 1%, ., .
> Cc1cc(C)cc(NC(=O)CCn2cnc3ccccc3c2=O)c1
→ ., -12, ., 0%, -5%, ., .
> C=CCOC(=O)C1C(=O)CC(C)(O)C(C(=O)OCC=C)C1c1ccc(OC)cc1 (stereo not drawn)
→ 11%, 21, 0%, ?, 6%, 0%, 25%
> Cc1occc1-c1nnc(SCC(=O)N2CCCCC2)n1C
→ 6%, 75, ., -11%, 1%, 4%, -1%
> Cc1cc(S(=O)(=O)NCc2cccnc2)ccc1-n1cnnn1
→ 6%, -19, 1%, -8%, 3%, 1%, -47%
> Cc1cc(N2CCN(C(=O)c3ccco3)CC2)nc(-c2ccccc2)n1
→ ?, 17, 3%, 10%, 1%, 16%, 121%[activator]
> O=C1Nc2c(c(=O)[nH]c(=O)n2-c2ccccc2)C1(Nc1ncccn1)C(F)(F)F (stereo not drawn)
→ 9%, 10, -3%, -2%, -3%, 6%, -4%
> Cc1cc(=O)oc2c(C)c(OC(C)C(=O)NCc3ccccn3)ccc12 (stereo not drawn)
→ 1%, -13, 3%, 5%, 1%, 38%[activator], -5%
> COc1cccc(-c2ccc(C#N)c(SCC(=O)NCCc3cccc(Cl)c3)n2)c1
→ ?, ?, -1%, -13%, 0%, 12%, -28%
> COC(=O)Oc1ccc(/C=N/NC(=O)CN(c2ccccc2Br)S(C)(=O)=O)cc1OC
→ 26%, -7, 1%, -1%, 1%, 0%, -23%
> CC(OC(=O)C1CC1)C(=O)Nc1cccc(S(=O)(=O)N2CCOCC2)c1 (stereo not drawn)
→ 0%, 0, ., ., 1%, -2%, -10%
> C=CCN1CC(c2nc3ccccc3n2Cc2cccc3ccccc23)CC1=O (stereo not drawn)
→ 17%, -22, 0%, -14%, -3%, -5%, 213%[activator]
> O=C(CCNS(=O)(=O)c1ccc(Br)s1)N1CCN(c2ccccc2)CC1
→ -15%, ?, -3%, ?, -3%, -8%, 10%
> Cc1cc(CN2CCCC(C(=O)Nc3cccc(-n4cccn4)c3)C2)cc(C)c1O (stereo not drawn)
→ 13µM*, -31, -3%, ?, 4%, -1%, -16%
> CCOC(=O)CCCCCN1C(=O)c2cccc3cccc(c23)C1=O
→ -6%, -100*, 0%, -9%, -2%, 12%, 15%
> Fc1ccc(Nc2nc(SCc3cccc(F)c3)nc3ccccc23)cc1
→ ., -87*, ., 9%, -2%, ., .
> CCCCN1C(=O)C2C(C(=O)Nc3cccc(OC)c3)C3C=CC2(O3)C1C(=O)NC1CCCCC1C (stereo not drawn)
→ -6%&16%, 12, 1%, -13%, -2%, 5%, 12%
> Cc1cccc(C)c1-n1nnnc1-c1nc2ccccc2[nH]c1=O
→ ., 0, ., ., -6%, -13%, .
> C=CCn1c(SCC(=O)Nc2c(C)n(C)n(-c3ccccc3)c2=O)nc2sc(C)c(C)c2c1=O
→ -30%, -27, 3%, -5%, 0%, -4%, 72%[activator]
> Cc1ccc(CN2CC(C(=O)N3CCN(c4ccccc4O)CC3)CC2=O)cc1 (stereo not drawn)
→ ?, -27, ., ?, 1%, 27%, 71%[activator]
> Cc1ccc(/C=C/C(=O)O)cc1S(=O)(=O)N1CCCCC1
→ 10%, -21, -1%, 2%, 1%, 0%, -6%
> CCOCCCNCc1ccc(OC)c(OC)c1
→ 12%, 36, -7%, ?, 7%, 6%, -15%
> O=C(c1ccc(=O)[nH]c1)N1CCN(S(=O)(=O)c2ccc(Cl)cc2)CC1
→ 16%, -13, 1%, ?, 4%, 16%, -8%
> CCOC(=O)c1ccc(NC(=O)COc2cc3oc(=O)c(CC(C)O)c(C)c3cc2Cl)cc1 (stereo not drawn)
→ 6%, 17, 4%, ?, -2%, 4%, -9%
> O=C(Nc1cccc(S(=O)(=O)NC2=NCCCCC2)c1)c1cc(-c2ccncc2)nc2ccccc12
→ ?, -16, 1%, -20%, -6%, -4%, 63%[activator]

Full records, quoted from the list. Order of screens: HCV inh | HCMV antiviral | LmPK inhibitor | AmpC inh detg | Tb PYK inh | AMA1-RON2 inh | AmpC no deterg
`CCOC(=O)C1C(=O)OC(C)(C)C1C(C)C(=O)c1ccc(C)cc1C` (stereo not drawn) as listed: 18% | 19 | 0% | 0% | -5% | 10% | 22%
`Cc1cc(C)cc(C(=O)N(NC(=O)Nc2ccc(Cl)cc2)C(C)(C)C)c1` as listed: ? | ? | 5% | 1% | -6% | 0% | -22%

Filtered by structure: the entries above containing two or more sulfur atoms (2)
Below each SMILES – HCV inh, HCMV antiviral, LmPK inhibitor, AmpC inh detg, Tb PYK inh, AMA1-RON2 inh, AmpC no deterg
> O=C(CCNS(=O)(=O)c1ccc(Br)s1)N1CCN(c2ccccc2)CC1
→ -15%, ?, -3%, ?, -3%, -8%, 10%
> C=CCn1c(SCC(=O)Nc2c(C)n(C)n(-c3ccccc3)c2=O)nc2sc(C)c(C)c2c1=O
→ -30%, -27, 3%, -5%, 0%, -4%, 72%[activator]
